Cycloheximide cs: Cycloheximide Counterscreen for Small Molecule Inhibitors of Shiga Toxin. cell reporter, cycloheximide protein synthesis inhibition counterscreen. max response, %. 300,000 tested, 12% active; in the data active = max response mostly above about 13%, no sharp cut-off; inactive = mostly below about 14%; also: read at 38.3 µM for the half of the compounds with a filed dose; 0% is about no effect
Pf growth 96h: Primary qHTS for delayed death inhibitors of the malarial parasite plastid, 96 hour incubation; P. falciparum luciferase reporter growth, 96 h; Potency, µM (top dose mostly 28.7 µM), without a hit: at the highest dose activity change, negative = inhibition, most hits filed as inhibitors; 320,000 tested, 6.9% active; AID 504834, 2011; also: potency is read from the fitted curve at half-maximal effect; % is scaled to controls: 0 for no effect and ±100 for the full control effect
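Cell-based qHTS: luciferase-tagged P. falciparum in erythrocytes (2% hematocrit, 0.05% parasitemia final) incubated with compounds for 96 hours, 37 C, 5% CO2; luciferase detection reagent then added and luminescence measured.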
LmPK inhibitor: qHTS Assay for Inhibitors of Leishmania Mexicana Pyruvate Kinase (LmPK); 290,000 tested, 0.37% active; Q27686; purified LmPK, Kinase-Glo ATP luminescence, 1 h; Potency, µM (series often up to 57.5 µM), inactives show at the top dose activity change, negative = inhibition, hits mostly inhibitors; also: potency is read from the fitted curve at half-maximal effect; % is scaled to controls: 0 for no effect and ±100 for the full control effect
Target sequence (Q27686 whole entry, looked up): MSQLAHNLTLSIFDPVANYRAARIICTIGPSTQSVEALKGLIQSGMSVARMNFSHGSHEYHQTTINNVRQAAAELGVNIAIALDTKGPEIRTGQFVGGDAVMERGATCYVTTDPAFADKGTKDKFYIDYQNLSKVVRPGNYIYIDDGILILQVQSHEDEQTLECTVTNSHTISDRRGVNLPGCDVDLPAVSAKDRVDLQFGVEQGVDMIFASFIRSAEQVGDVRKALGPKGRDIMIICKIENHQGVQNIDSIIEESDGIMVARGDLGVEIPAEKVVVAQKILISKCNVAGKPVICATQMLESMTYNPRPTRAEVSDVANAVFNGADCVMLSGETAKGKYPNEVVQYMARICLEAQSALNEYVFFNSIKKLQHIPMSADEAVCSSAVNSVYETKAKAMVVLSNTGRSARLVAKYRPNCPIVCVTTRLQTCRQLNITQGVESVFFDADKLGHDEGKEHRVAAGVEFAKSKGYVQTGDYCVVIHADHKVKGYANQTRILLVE
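Purified LmPK (0.1 nM) with 0.5 mM PEP and 0.1 mM ADP in imidazole buffer pH 7.2 with MgCl2/KCl, 1 h at room temperature. ATP formed was read by luciferase luminescence and normalized to no-enzyme and uninhibited controls.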
Tb PYK inh: qHTS of Trypanosoma Brucei Inhibitors; pyruvate kinase (Trypanosoma brucei), Q57TT1; TbPYK enzyme, Kinase-Glo Plus ATP luminescence, 45 min; Potency, µM (series often up to 76.8 µM), without a hit: at the highest dose activity, negative = inhibition, actives largely listed as inhibitors; 410,000 tested, 0.12% active; also: potency is read from the fitted curve at half-maximal effect; % is scaled to controls: 0 for no effect and ±100 for the full control effect; nearly all actives have a fitted effect of over 50% in size
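Enzyme and substrate buffer are dispensed first and compound is pin-transferred. ADP at 130 uM final then starts the reaction, which runs 45 min at room temperature. Detection reagent is added for 10 min before luminescence is imaged.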
AmpC no deterg: qHTS Inhibitors of AmpC Beta-Lactamase (assay without detergent); P00811; AmpC nitrocefin hydrolysis, absorbance 480 nm, 0.0001% Triton; Potency, µM (highest dose often 57.1 µM), for inactives: at the highest dose activity change, negative = inhibition, actives largely listed as inhibitors; 330,000 tested, 0.52% active; AID 485341, 2010;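 also: potency is read from the fitted curve at half-maximal effect; plate controls were no compound for no effect and no enzyme for full effect; nearly all actives have a fitted effect of over 20% in size; some results filed as inactive show a strong effect at the top dose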
Target sequence (P00811 whole entry, looked up): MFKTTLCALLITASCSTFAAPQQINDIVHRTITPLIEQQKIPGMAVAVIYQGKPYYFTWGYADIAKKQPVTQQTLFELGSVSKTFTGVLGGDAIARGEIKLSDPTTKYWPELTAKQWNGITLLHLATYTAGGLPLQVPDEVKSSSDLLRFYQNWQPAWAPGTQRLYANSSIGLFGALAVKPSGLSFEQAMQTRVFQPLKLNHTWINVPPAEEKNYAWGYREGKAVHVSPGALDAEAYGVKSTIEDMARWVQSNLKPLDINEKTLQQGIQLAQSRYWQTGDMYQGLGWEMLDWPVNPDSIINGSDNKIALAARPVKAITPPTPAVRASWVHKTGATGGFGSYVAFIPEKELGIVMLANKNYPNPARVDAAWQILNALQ
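AmpC (5.3 nM in the dispensed reagent) in 20 mM phosphate pH 7.0 with 0.01% (detergent screen) or 0.0001% Triton X-100 was preincubated with compounds for 15 min at room temperature. Nitrocefin was then added from an 800 uM solution, and hydrolysis was followed at 480 nm.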
Pf growth 48h: Primary qHTS for delayed death inhibitors of the malarial parasite plastid, 48 hour incubation | P. falciparum luciferase growth in erythrocytes, 48 h | Potency, µM (series often up to 28.7 µM), inactives show at the top dose activity change, negative = inhibition, hits mostly inhibitors | 310,000 tested, 5.9% active | AID 504832, 2011; also: potency is read from the fitted curve at half-maximal effect; % is scaled to controls: 0 for no effect and ±100 for the full control effect
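Compounds are pin-transferred into medium, infected erythrocytes (2% hematocrit, 0.1% parasitemia final) are added, and plates sit one parasite generation at 37 C in 5% CO2. Detection reagent is then added and luminescence measured.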
Shiga toxin inh: A qHTS for Small Molecule Inhibitors of Shiga Toxin; Vero cells, Shiga toxin protein synthesis inhibition reporter; inhibition, % at 38.7 µM; 290,000 tested, 9.2% active; in the data active = inhibition mostly above about 28%, no sharp cut-off; inactive = mostly below about 43%; also: 0% is about no effect
An asterisk follows results filed as active; ? = inconclusive; · = not tested or not shown; [ ] = dose if it differs, or a comment. Unless noted, calls follow the shape of the dose curve; as a rule, active = well fitted curve in the direction sought with a large enough effect; inconclusive = small, poorly fitted or top-dose-only effect, or another doubt; inactive = no such curve, though single readings can be large; an effect the other way counts as inactive or inconclusive. Random draw from the library (roughly 22% active in at least one column).

SMILES	Cycloheximide cs	Pf growth 96h	LmPK inhibitor	Tb PYK inh	AmpC no deterg	Pf growth 48h	Shiga toxin inh
Cc1cccc(C)c1NC(=O)c1ccc(-c2ccc(Cl)cc2Cl)o1	1	?	1%	0%	-28%	?	-14
Cc1ccc(CNC(=O)c2ccc3c(c2)NC(=O)CS3)cc1	-3	13%	0%	-1%	-21%	3%	-3
CCOc1cccc(-c2nnc3sc(-c4ccco4)nn23)c1	12	-18%	-3%	-1%	-15%	-3%	1
COc1cccc(CN2CC(C(=O)NCCn3ccc(C)n3)CCC2=O)c1 (stereo not given)	9	?	-11%	0%	-6%	0%	-8
O=C(NC1CCCCC1)c1cc(S(=O)(=O)N2CCOCC2)ccc1Cl	1	10%	-5%	-7%	2%	9%	-7
CC(C)(C)OC(=O)NCCc1nnc(SCc2ccccc2)o1	-2	19%	2%	2%	34%	7%	22
CNc1cc(CSC)nc(SCc2ccc(Cl)c(Cl)c2)n1	-3	?	1%	-4%	-39%	-9%	-16
O=C(Nc1ccc(Cl)c(Cl)c1)NC1CCS(=O)(=O)C1 (stereo not given)	3	48%[activator]	3%	-5%	-24%	14%	-12
O=C1C2N=NN(CC(=O)N3N=C(c4cccc5ccccc45)CC3c3ccccc3)C2C(=O)N1c1ccccc1 (stereo not given)	-3	?	5%	-2%	-31%	?	0
COCCCNC(=O)COc1ccc(Cl)c(C)c1	18*	11%	-2%	-3%	1%	35%[activator]	32
COc1ccc2c(c1)CCc1c(C(=O)Nc3c(C)n(C)n(-c4ccccc4)c3=O)noc1-2	-2	48%[activator]	3%	1%	16%	-2%	13
Cc1ccc(-c2nc(N)n(C(=O)c3cccnc3)n2)cc1	13	-9%	-10%	-5%	-15%	3%	31
COCc1cc(=O)n2c(-c3ccccc3OC)n[nH]c2n1	-2	·	2%	-2%	-22%	1%	2
C=CCn1c(SCC(=O)Nc2ccc(C(=O)OCC)cc2)nnc1-c1sc(N)nc1C	-3	34%[activator]	-16%	-7%	24%	?	-4
C[C@H](NC(=O)C1CCN(S(=O)(=O)c2ccccc2)CC1)C(=O)NCc1cccc(Cl)c1	4	?	1%	-10%	47%	-16%	-6
CN(CC(=O)NCCc1ccccc1)S(=O)(=O)c1ccc(Br)s1	28*	1%	-6%	-1%	5%	-8%	46*
O=C(N/N=C1\CCCc2c1[nH]c1ccc(Cl)cc21)c1ccncc1	7	5%	-1%	-8%	-18%	47%[activator]	21
COc1ccc(C(=O)NCCCc2ccccc2)cc1OC	14*	?	-1%	-2%	-2%	-4%	·
O=C(c1ccccc1NS(=O)(=O)c1ccccc1[N+](=O)[O-])N1CCOCC1	0	-15%	-3%	2%	-13%	15%	8
CC(NS(C)(=O)=O)C(c1cccs1)N1CCN(Cc2ccccc2)CC1 (stereo not given)	-4	11%	-2%	0%	?	14%	-15
CN(c1ccc(-c2csc(NC(=O)C3CC(=O)N(Cc4ccco4)C3)n2)cc1)S(C)(=O)=O (stereo not given)	·	?	·	-2%	13%	?	·
c1ccc(CCNC2CCCCCC2)cc1	-2	39%[activator]	0%	40%	-17%	13%	-10
Cc1ccc(S(=O)(=O)N2CCN(CCNC(=O)C(=O)Nc3ccc(F)cc3)CC2)cc1	-4	-1%	0%	7%	-7%	20%	10
CCc1nn(C(C)C(=O)N2CCN(Cc3ccccc3)CC2)c(=O)c2cc3occc3n12 (stereo not given)	-4	-2%	-2%	4%	74%[activator]	-14%	-13
Cc1ccccc1/C(N)=N/OC(=O)/C=C/c1ccccc1	44*	·	-14%	1%	-36%	-14%	159*
COc1ccc(S(=O)(=O)NC(C)CCc2ccccc2)cc1 (stereo not given)	-2	11%	0%	-6%	-9%	-9%	-2
O=c1c2ccccc2nc2n1CCN2Cc1ccc(Cl)cc1	33*	2.3µM*	1%	2%	34%	2.1µM*	38
Cc1cc(NC(=O)CSc2nnc(-c3ccccc3C)n2C)no1	·	-23%	·	3%	-20%	?	·
CCN(CC)CCSc1nnc2c3cc(F)ccc3n(Cc3ccccc3)c2n1	-4	5%	2%	4%	53%	·	-6
O=C(C1CC1)N1N=C(c2ccncc2)CC1(O)C(F)(F)F (stereo not given)	5	89%[activator]	0%	-3%	-16%	1%	-4
O=C(NCc1cccnc1)Nc1cccc(NC(=O)NCc2cccnc2)c1	2	·	1%	-7%	-29%	-3%	-13
CC(Oc1ccccc1F)C(=O)NNC(=O)CCS(=O)(=O)c1ccccc1Cl (stereo not given)	·	23%	·	-7%	?	4%	·
Cc1ccc(C)c(S(=O)(=O)N2CCCC2CNC(=O)C(=O)NCC2CCCO2)c1 (stereo not given)	·	3%	·	-3%	?	-14%	·
COC(=O)CSc1nc2sc3c(c2c(=O)n1C1CCCCC1)CCN(C)C3	8	71%[activator]	2%	·	72%[activator]	·	23
N#Cc1nc(-c2ccccc2F)oc1NCCc1ccccn1	1	?	-3%	3%	-8%	12%	-4
Cc1ccc(-n2c(C)cc(/C=C3\NC(=O)NC3=O)c2C)c(C)c1	13	13µM*	-2%	-18%	-30%	13µM*	1
Nc1cccc2c1C(=O)N(C(=O)c1cccc(S(=O)(=O)N3CCCCCC3)c1)C2=O	9	-18%	-3%	3%	-39%	·	-6
CCOc1ccc2nc(C)cc(C(=O)O)c2c1	-2	?	-7%	0%	-14%	12%	-12
COc1ccc(CNc2ccccc2SC)cc1OC	37*	-52%	-9%	?	0%	·	33
COc1cc(NC(=O)c2ccccc2-n2cnnn2)cc(OC)c1	·	20%	·	1%	-15%	-13%	·
CCN(CC)/C(N)=N/c1nc(C)cc(C)n1	-3	4%	-1%	-1%	-18%	-10%	5
Cc1cc(C)cc(C(=O)NCCN2CCOCC2)c1	-4	2%	-8%	-2%	-4%	4%	-7
CCCOc1ccc(C2c3c(oc4cc(C)c(C)cc4c3=O)C(=O)N2CCCN(C)C)cc1 (stereo not given)	-2	2%	4%	0%	228%[activator]	-13%	-15
Cc1ccc(NC(=O)CSc2ccc3nnc(-c4cccnc4)n3n2)cc1	0	33%[activator]	-8%	29%	94%	-2%	26
Cc1c(C)n(Cc2ccc(Cl)cc2)c2ccc(C(=O)NCCN3CCOCC3)cc12	-3	0%	-3%	3%	172%[activator]	-21%	-8
CC(C)C[C@H](NC(=O)OC(C)(C)C)C(=O)N1CCC(C(=O)N[C@@H](Cc2c[nH]c3ccccc23)C(=O)O)CC1	1	?	-2%	16%	20%	-18%	-4
COc1ccc(CCNC(=O)c2cc3c(F)cccc3s2)cc1OC	0	-28%	5%	9%	10%	-20%	2
CC(C)C[C@H](NS(=O)(=O)c1ccc(Br)cc1)C(=O)O	13	·	-1%	-2%	-16%	-4%	-13
Cc1ccccc1NC(=O)COc1ccc(Br)cc1CNCCCO	7	1.9µM*	0%	-14%	-4%[2.29 µM]	?	9
CCN1CCN(Cc2ccc(NC(=O)c3ccc(C)c(NC(=O)c4nccnc4N)c3)cc2C(F)(F)F)CC1	-14	2.6µM*	-4%	3%	150%[activator]	5.2µM*	-16
COc1cc([N+](=O)[O-])ccc1NC(=O)Nn1cnnc1	1	13µM*	2%	2%	-6%	11%	-3
CSc1nnnn1-c1ccc(C(=O)OCC(=O)N2CCOCC2)cc1	-4	·	4%	-1%	-14%	18%	-21
COc1ccc(CCNC(=O)Cn2cnc3c(cnn3C(C)(C)C)c2=O)cc1OC	6	10µM*	-3%	-10%	0%	7%	-5
Cc1cc(=S)c2ccccc2[nH]1	-4	24%	1%	-23%	-2%	8%	-8
COc1ccc(CNC(=O)[C@H](C)N2C(=O)N3CCc4c([nH]c5ccccc45)[C@@]3(C)C2=O)cc1OC	-2	8.3µM*	1%	4%	44%	?	-12
O=C(CN1CCOCC1)N/N=C/c1cc2ccccc2nc1Cl	10	1.5µM*	-1%	-1%	?	24%	9
COC(=O)Cc1nnc(NC(=O)C(C)C)s1	-4	29%	5%	·	0%	·	10
O=C(NCC1CCCO1)c1ccc(CNS(=O)(=O)c2cccc(Cl)c2)cc1 (stereo not given)	-2	?	-4%	-3%	2%	-16%	-13
CCOc1c(OC)cccc1C(=O)NCC1(c2ccccc2)CCCC1	-2	9%	-1%	-10%	-1%	?	-6
COc1cccc(CCNC(=O)CCc2nnc(-c3cc(C)oc3C)o2)c1	-1	-16%	0%	-4%	129%[activator]	-15%	-2
(more compounds)
SMILES	Cycloheximide cs	Pf growth 96h	LmPK inhibitor	Tb PYK inh	AmpC no deterg	Pf growth 48h	Shiga toxin inh
Fc1ccc2nc(N3CCCC3)sc2c1	44*	200%[activator]	-30%	-10%	-25%	206%[activator]	85*
CCOc1ccc(C(=O)COC(C)=O)cc1	12	18%	3%	-3%	-8%	12%	-12
O=C(Nc1nc2ccc(Cl)cc2s1)c1ccco1	41*	·	-19%	2%	-22%	189%[activator]	62*
CC(=O)C(Cl)C(=O)Nc1ccccc1 (stereo not given)	-1	1%	4%	?	-30%	27%	17
CCOC(=O)c1c(C)[nH]c(C(=O)COC(=O)CNC(=O)c2ccc(Br)cc2)c1C	-1	59%[activator]	-2%	-3%	-9%	0%	-5
CCC(=O)Nc1cc2c(cc1C(C)=O)OCCO2	-3	-21%	2%	-8%	-5%	-19%	7
O=C(c1ccco1)N1CCN=C1SCc1cccnc1	-4	405%[activator]	6%	1%	-36%	13%	6
COc1cccc(-c2ncc3ccccc3c2COC(=O)c2ccc(Br)cc2)c1	·	?	·	4%	-3%	?	·
Cc1cccc(NC(=S)N/N=C/c2ccc([N+](=O)[O-])s2)c1	19	?	4%	0%	-41%	?	32*
Fc1ccccc1CN(CCN1CCOCC1)C(=S)Nc1ccccc1Cl	-1	?	-1%	-9%	66%[activator]	?	3
COc1ccc(-c2cn(-c3ccc(C)cc3)c(=O)n2CC(=O)Nc2cccc(F)c2)cc1	11	?	6%	3%	-20%	·	3
O=C(/C=C/c1ccco1)Nc1ccc(Oc2ccccc2)cc1	38*	?	-9%	-22%	-39%	?	80*

Assay outcomes from PubChem BioAssay.
